CHOP UPR activ = activators of apoptotic CHOP UPR arm, primary screen, cell-based, CHO-CHOP luciferase reporter, luminescence, uHTS. 330,000 compounds, 0.34% hits. AID 449763, 2010. UPR activation; percent of tunicamycin response over DMSO baseline. activation, % at 10 µM;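 active means at 10 µM dose, activation of 40% or more, normalized to positive control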;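 further: 100% = tunicamycin at 10 µg/mL and 0% = DMSO alone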
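System: CHO-CHOP luciferase reporter cell line | Buffer or medium: F12 medium containing 10% fetal bovine serum | Doses: One dose, 10 µM in 0.5% DMSO | Times: 6 h compound exposure at 37 °C after overnight seeding | Signal: Luciferase luminescence | Read-out: % activation vs tunicamycin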
APJ antagonist = antagonists of human apelin receptor APJ, primary screen, CHO-K1 cells, beta-arrestin complementation, luminescence; P35414; inhibition, % at 20 µM; 330,000 compounds, 0.32% hits; AID 2521, 2010;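 active means inhibition above about 40% at 20 µM, limit read from the data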;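 further: cells challenged with 10 nM apelin-13 agonist together with compound; plate controls were apelin-13 plus DMSO wells for no effect and DMSO wells lacking apelin-13 for full effect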
Target sequence (P35414 whole entry, looked up): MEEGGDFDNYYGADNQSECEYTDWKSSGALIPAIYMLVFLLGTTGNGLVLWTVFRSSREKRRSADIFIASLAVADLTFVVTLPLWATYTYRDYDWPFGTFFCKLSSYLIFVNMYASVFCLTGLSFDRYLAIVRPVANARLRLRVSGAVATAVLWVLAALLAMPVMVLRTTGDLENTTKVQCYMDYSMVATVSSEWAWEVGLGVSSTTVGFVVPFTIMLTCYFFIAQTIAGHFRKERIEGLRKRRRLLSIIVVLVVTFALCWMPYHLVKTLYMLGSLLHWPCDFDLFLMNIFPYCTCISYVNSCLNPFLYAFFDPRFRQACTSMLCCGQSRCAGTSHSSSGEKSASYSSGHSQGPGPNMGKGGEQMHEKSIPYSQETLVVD
APJ agonist = agonists of human apelin receptor APJ, primary screen, CHO-K1 cells, PathHunter beta-arrestin, luminescence; activation, % at 20 µM; P35414; AID 2520, 2010; 0% DMSO wells, 100% apelin; 330,000 compounds, 0.11% hits;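 active means activation more than six SD over the plate average, tested at 20 µM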;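 further: 0% = DMSO alone and 100% = apelin-13 at 10 nM; some results filed as inactive read as strong as hits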
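Incubation: overnight seeding, 90 min compound at 25 °C, 1 h detection; test system: PathHunter CHO-K1 APJ (AGTRL-1) beta-arrestin reporter cells; amount: 1000 cells/well; doses: one dose, 20 µM compound, 1% DMSO; measured by: beta-gal luminescence; measure: agonist-driven arrestin binding to APJ; benchmarks: negative DMSO alone, positive Apelin-13 at 10 nM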
XBP1 UPR activ = activators of adaptive XBP1 UPR arm, primary screen, cell-based, CHO-XBP1 luciferase reporter, luminescence, uHTS; activation, % at 20 µM; 330,000 compounds, 0.33% hits; IRE1-XBP1 UPR activation; percent of tunicamycin response, DMSO as zero;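 active means versus positive control, 20 µM dose yields 30% or more activation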;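 further: 100% = tunicamycin at 10 µg/mL and 0% = DMSO only wells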
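Assay system: IRE1-XBP1 luciferase reporter CHO line. Input: 1000 cells/well. Buffer or medium: F12 with 10% serum. Doses: 20 µM, 1% DMSO. Times: overnight seeding at 37 °C, 6 h compound treatment at 37 °C. Technique: Steady-Glo luciferase glow luminescence, 10 min after reagent addition.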
Mdm2-MdmX inh = inhibitors of human Mdm2-MdmX association, primary screen, cell-based, luminescence, split luciferase, SaOS-2, uHTS | 330,000 compounds, 3% hits | inhibition, % at 8 µM | AID 485346, 2010 | Protein Mdm4 (Homo sapiens) + E3 ubiquitin-protein ligase Mdm2 (Homo sapiens), … | SaOS-2 split-luciferase Mdm2/MdmX complementation;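 active means inhibition of at least 50% at 8 µM in the primary screen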
697 NFkB inh = inhibitors of PMA/ionomycin-induced NF-kB reporter, 697 cells, primary screen, B-cell NF-kB inhibitor project, cell-based, luminescence, uHTS. inhibition, % at 4 µM. 697 B-cell NF-kB luciferase reporter, 16 h. 330,000 compounds, 0.33% hits; in the data active means inhibition above about 35%
Jurkat NFkB inh = inhibitors of induced NF-kB luciferase reporter, primary screen, TCR NF-kB activation inhibitor project, cell-based, luminescence, uHTS. 330,000 compounds, 0.53% hits. inhibition, % at 4 µM. Jurkat, PMA/ionomycin-induced NF-kB luciferase reporter; in the data active means inhibition above about 50%
tim23-1 inh = growth inhibitors of tim23-1 mutant yeast, primary screen, luminescence, uHTS; S. cerevisiae tim23-1 growth, BacTiter-Glo luminescence, 24 h; inhibition, % at 20 µM; 330,000 compounds, 1.3% hits; AID 463212, 2010;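 active means growth inhibition of the mutant yeast at or above 50%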;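 further: temperature-sensitive mutant grown at 25 °C; plate controls were DMSO-treated mutant yeast for no effect and medium wells lacking yeast for full effect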
Starred values were filed as active, the others as inactive; / = not tested or not shown.

canonical_smiles	Mdm2-MdmX inh	697 NFkB inh	CHOP UPR activ	XBP1 UPR activ	Jurkat NFkB inh	APJ agonist	APJ antagonist	tim23-1 inh
CS(=O)(=O)Nc1cccc(-c2cn3ccccc3n2)c1	4	5	3.2	2	-18	-1	2	8
CCN(CCN(C)C)C(=O)C1CCN(S(=O)(=O)c2c(C)noc2/C=C/c2ccccc2F)CC1	4	3	2.4	1	-16	-1	2	-1
O=C(c1ccc(Cl)cc1)C1CCCN(C(=O)/C=C/c2ccccn2)C1 (configuration not stated)	-24	11	0.9	-1	-7	0	-11	31
O=C(CSc1nnc(NC(=O)c2c(F)cccc2F)s1)Nc1ccc(F)cc1	-4	2	0.8	3	-6	0	-13	12
Cc1ccc(S(=O)(=O)/N=C(/c2ccc(F)cc2)N(C)C)cc1	-29	-10	0.0	1	-10	-2	19	15
CCOC(=O)c1ccc(NC(=O)CSc2nnc(CNc3ccc(C)cc3)n2C)cc1	24	19	5.2	-2	-22	7	-31	10
O=C(c1cc2sccc2n1Cc1ccc(F)cc1)N1CCN(c2nc3ccccc3s2)CC1	4	-44	9.9	-2	34	-1	14	26
COc1cc(N(C)C)c([N+](=O)[O-])cc1C(=O)N1CCN(Cc2ccccc2)CC1	20	22	0.2	-2	4	-5	13	12
CCOC(=O)c1c(N)nn(C(=O)c2ccccc2)c1-c1ccccc1	9	12	1.1	-1	-10	-2	-13	27
O=S(=O)(c1cccc(C(F)(F)F)c1)N1CCN(C(=S)NC2CC2)CC1	8	5	0.9	-2	-6	6	-7	17
Cc1ccccc1-n1nc2c(c1NC(=O)C1CCCC1)CS(=O)(=O)C2	11	-12	-1.4	-6	4	5	19	-13
COC(=O)c1c(NC(=O)CN2CCCc3ccccc32)sc(C)c1C	4	-16	-3.1	-2	-14	-1	-1	26

Overlap with the part before: 2 compounds, followed by the next part.
canonical_smiles	Mdm2-MdmX inh	697 NFkB inh	CHOP UPR activ	XBP1 UPR activ	Jurkat NFkB inh	APJ agonist	APJ antagonist	tim23-1 inh
Cc1ccccc1-n1nc2c(c1NC(=O)C1CCCC1)CS(=O)(=O)C2	11	-12	-1.4	-6	4	5	19	-13
COC(=O)c1c(NC(=O)CN2CCCc3ccccc32)sc(C)c1C	4	-16	-3.1	-2	-14	-1	-1	26
Cc1c(NC(=O)c2ccc(Cl)s2)c(=O)n(-c2ccccc2)n1C	-43	-19	1.8	-1	-1	4	0	8
O=C(CCN1CCOCC1)Nc1ccc(F)cc1	-15	4	-0.2	-5	0	-4	-29	-6
CCOc1ccc(NC(=O)CS(=O)CC(=O)NC2CCCc3ccccc32)cc1 (configuration not stated)	-32	9	1.3	-2	7	0	-11	-3
COc1ccc(/C=C/C(=O)NCC(=O)N/N=C/c2cccs2)cc1	12	3	2.6	-2	-1	-4	7	-5
CC(=O)c1ccc(OC(C)C)c(CN2CCCCC2)c1	3	3	-1.4	-3	-6	-5	-6	-10
Cc1ccc(NC(=O)CN(C)CCOc2ccccc2)c([N+](=O)[O-])c1	7	-16	2.8	1	-5	2	6	5
Cc1cc(SCC(=O)OCC(=O)NCc2ccc3c(c2)OCO3)c(C)cc1Br	0	5	0.0	0	7	-3	8	7
Cc1ccc(C2C(C#N)=C(N)Oc3nc(-c4ccccc4)[nH]c32)o1 (configuration not stated)	36	15	-2.4	-4	-2	30*	-1	45
O=C(Nc1cc(S(=O)(=O)N2CCOCC2)ccc1Oc1ccc(F)cc1)C1=COCCO1	2	-32	-1.5	-4	-3	2	21	12
Cc1ccc(N=C2CCCCCN2C)c(C#N)c1	6	2	-0.8	-1	0	-7	-2	4
O=C(CN1C(=O)NC2(CCc3ccccc32)C1=O)NCc1ccc(F)cc1 (configuration not stated)	-7	-5	2.8	-2	2	5	22	20
CCCCC1=NN(C(=O)c2ccco2)C(O)(C(F)(F)F)C1 (configuration not stated)	18	3	-0.5	4	21	-4	-6	16
CC(C)(C)C(=O)NCCCc1nc2ccccc2n1CCCOc1ccc(Cl)cc1	7	-1	0.2	-6	10	1	-1	27
CC(C)NC(=O)CN(Cc1ccc(F)cc1)C(=O)CCC(=O)Nc1ccccn1	2	1	0.3	-1	15	-1	5	2
CCOc1ccc(N(CC)C(=O)c2nn(-c3ccc(OC)cc3)c(=O)c3c2c2ccccc2n3C)cc1	12	-2	0.6	5	16	-1	8	2
CCOc1nc(Nc2ccccc2)nc(OCC)n1	23	-28	-0.3	2	11	-3	8	27
COc1cc(S(=O)(=O)N2CCN(C)CC2)c(OC)cc1Br	3	17	-1.5	-2	6	0	10	-6
Cc1ccc(C)c(OCCC(=O)OCC(=O)N2CCN(S(=O)(=O)c3ccc(Cl)cc3)CC2)c1	41	-11	0.6	-4	11	15	2	28
CCCCCCN1C(=O)CC(NC(=O)OCC2c3ccccc3-c3ccccc32)C/C=C\C1C(C)C (configuration not stated)	37	7	2.3	-1	/	/	/	38
C[C@H](CO)N1C[C@H](C)[C@@H](CN(C)S(=O)(=O)c2ccc(F)cc2)Oc2c(NC(=O)Nc3ccccc3)cccc2C1=O	22	10	-1.3	-2	2	-2	4	2
C1CCN(c2nc(N3CCCCC3)nc(N3CCNCC3)n2)CC1	29	3	0.3	5	-4	-1	-2	16
Cc1ccc(S(=O)(=O)N2CCC(C(=O)O)CC2)cc1C(=O)O	-6	3	-0.2	0	5	-4	16	3
CCC(=O)Oc1ccc2c(c1)OC1(OC(C)=O)OC(C)CC1=C2C (configuration not stated)	1	5	0.9	0	3	-1	10	22
CCOC(=O)Cc1csc(NC(=O)C(C)c2ccc([N+](=O)[O-])cc2)n1 (configuration not stated)	4	-5	-2.3	-1	-1	-1	-1	-7
Cc1nc2ccccc2cc1C(=O)N/N=C/c1ccc([N+](=O)[O-])cc1	12	-12	-1.1	-1	10	3	-29	3
CCCc1cc(=O)n2[nH]c(NCc3ccccc3Cl)nc2n1	-4	10	-2.3	-1	-9	-3	7	-8
COc1cc(C(=O)N(C)c2nnc(-c3cccnc3)s2)cc(OC)c1OC	14	-28	-1.0	1	-4	-15	19	18
CCOC(=O)c1nonc1NC(C)=O	8	-3	2.2	-2	-16	-2	18	-5
CCOC(=O)CC(=O)c1sc2c(c1N)c(=O)[nH]c(=O)n2-c1ccc(OC)cc1	17	10	-1.1	-3	18	-5	14	13
Cc1ccc(-c2c3c(=O)n(C)c(=O)n(C)c3cn2Cc2ccccn2)cc1	2	16	0.3	-5	5	-4	1	0
O=C(c1nc2ccccc2s1)N1CCN(c2ccccn2)CC1	-24	-48	6.4	0	-40	-5	-3	28
COc1ccc(N2CCN(CC(O)COc3ccccc3[N+](=O)[O-])CC2)cc1 (configuration not stated)	-14	2	-0.7	4	4	-3	10	12
COc1cccc(NC(=O)c2c(C)nn(-c3ccccc3)c2Cl)c1	-30	-37	7.0	-2	-8	-2	-16	30
Cc1ccc(NC(=O)C2CCN(S(=O)(=O)c3ccc4c(c3)OCCCO4)CC2)nc1	32	-10	-1.7	-3	14	-2	16	26
Cc1ccc(Oc2coc3cc(O)ccc3c2=O)cc1	-2	-21	1.3	3	4	-2	6	16
COc1ccc(NCc2nc3ccccc3n2C)cc1	-136	-129	3.4	-4	-65	1	14	5
COc1ccc(S(=O)(=O)Oc2cccc(/C=N/N=C3/NC(=O)C(CC(=O)O)S3)c2)cc1 (configuration not stated)	7	-27	1.0	-3	-9	-2	3	11
O=[N+]([O-])c1ccc(/C=N/Nc2nc3ccccc3o2)cc1	-32	-51	3.9	-2	-70	-1	5	-6
CC(=O)Nc1ccc(S(=O)(=O)N2CCN(CCCOc3cc(C)ccc3C)CC2)cc1	19	12	2.3	0	16	4	15	33
O=C(Cc1cccs1)Nc1ccccn1	-26	-1	3.5	-2	-10	6	-12	25
CSc1ccc(Cc2ccc(Cl)cc2Cl)nn1	-1	-14	0.4	3	-10	-2	17	19
CCC(=O)Nc1cc(C(=O)NCC2CCCN2CC)c(OC)cc1N(C)C (configuration not stated)	6	12	-1.5	-2	-2	3	33	13
COc1cc(OC)c(NC(=O)Cn2cnc3sc(C)c(S(=O)(=O)N4CCOCC4)c3c2=O)cc1Cl	12	17	3.0	1	24	-1	-2	12
CS(=O)(=O)N(CC(=O)Nc1ccccc1Sc1ccccc1)C1CCCCC1	0	-9	0.1	0	-3	-2	14	31
Cc1ccc(NC(=O)CSCC(=O)N2CCOCC2)cc1	1	3	-1.5	-1	3	-3	-2	11
O=C1N[C@H]2CC=C[C@H]2N(Cc2cccs2)c2ccccc21	13	-8	3.0	3	/	/	/	49
O=S(=O)(c1ccc(NC(=S)NCCC(c2ccccc2)c2ccccc2)cc1)N1CCOCC1	15	-6	6.5	1	1	1	-15	27
CCNc1nc(CN2CCCCC2)nc2scc(-c3ccccc3)c12	31	-69	0.2	2	28	-5	3	-12
COc1cc(C(C)=O)ccc1Oc1cc(NN2CCCCC2)c([N+](=O)[O-])cc1[N+](=O)[O-]	18	-5	-0.9	2	12	-1	-16	28
CSc1ccccc1C(=O)Nc1ncc(C)s1	0	18	3.8	4	-4	-2	10	10
Nc1nc(SCC(=O)NCc2ccc(F)cc2)[nH]c(=O)c1NC(=O)c1ccc(Cl)cc1	22	6	-0.6	-2	0	-2	-3	-3
O=C(NCc1ccncc1)C12CC3CC(CC(Cl)(C3)C1)C2	-2	-13	1.9	-3	-10	-2	8	11
CCCNC(=O)OC[C@H]1O[C@H](CCO/N=C/c2ccc(C(=O)N3[C@H](c4ccc(C)cc4)[C@@H](C)CC[C@H]3C(=O)OC)cc2)C=C[C@@H]1Oc1ccc(OC)cc1	14	9	2.8	-2	24	-6	10	19
Cc1ccc(C)n1-c1sc2c(c1C#N)CCC(C)C2 (configuration not stated)	-5	-24	0.8	2	-9	-2	16	23
Cn1c(=O)[nH]c(=O)c2cc(C(=O)c3cc(F)ccc3O)cnc21	11	-5	2.7	-1	-5	-3	-13	18
COc1cc(C(=O)NNC2=NC(C)(C)Cc3cc(C)c(C)cc32)cc(OC)c1OC	7	-7	0.5	-1	-1	-6	34	6
O=C(N=C1SC2CS(=O)(=O)CC2N1c1ccc(F)c(Cl)c1)C1CC1 (configuration not stated)	4	4	0.8	0	4	-2	-1	-1
NS(=O)(=O)c1ccc(N/N=C/c2ccc[nH]2)c([N+](=O)[O-])c1	-7	32	-0.8	-3	-10	-4	17	11

High-throughput results: PubChem, Sanford-Burnham Center for Chemical Genomics
